Assay outcomes from PubChem.
MEKK3 PB1 HTS: modulators of MEKK3-MEK5 PB1 binding, primary screen, biochemical, wildtype MEKK3, multiplex bead flow cytometry, Alexa488-MEK5. Mitogen-activated protein kinase kinase kinase 3 (Homo sapiens), Q99759. bead-based flow cytometry, Alexa488-MEK5 binding to MEKK3; actives lie on both sides; 0 = blocked by unlabeled MEK5, 100 = vehicle. binding response (% of control), % at 10 µM. 1.4% of 290,000 active. AID 1529, 2009;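 active means binding response more than 3 SD above or below the average of its plate-row segment, actives on both sides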;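 further: Alexa488 bead fluorescence after subtracting the streptavidin-only scavenger bead signal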
NALP1 inh: NALP1 inflammasome inhibitors in reconstituted yeast, colorimetric, S. cerevisiae, triplicate retest. S. cerevisiae NALP1/ASC/caspase-1 growth, X-gal OD620, 72 h. inhibition, % at 10 µM. 0.61% of 280,000 active. AID 2071, 2009; in the data active means inhibition mostly above about 24%, no sharp cut-off; inactive means mostly below about 32%; further: some compounds called inactive have numbers as strong as hits
GPR7 antag: GPR7 receptor antagonists, primary screen, cell-based, fluorescence, single concentration; Neuropeptides B/W receptor type 1 (Homo sapiens), P48145; GPR7-expressing cells, fluorescence antagonist assay; inhibition, % at 4.4 µM; 1.1% of 290,000 active; in the data active means inhibition above about 16%, passing the limit was not always enough;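 further: cells stimulated with the agonist NPW; 0% = agonist with vehicle and 100% = vehicle without agonist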
OXTR ag: human OXTR agonists, primary screen, fluorescence, CHO-OTR cells, Fluo-8 calcium; Fluo-8 calcium fluorescence; normalized: DMSO 0%, oxytocin 100%; 0.32% of 320,000 active; activation, % at 3 µM; Oxytocin receptor (Homo sapiens), P30559;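 active means activation above the mean of all tested compounds plus 3 SD, cutoff set per screening run, cut at about 20% in these data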;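 further: peak over basal fluorescence ratio from a 100 s FLIPR kinetic read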
Target sequence (P30559 whole entry, looked up): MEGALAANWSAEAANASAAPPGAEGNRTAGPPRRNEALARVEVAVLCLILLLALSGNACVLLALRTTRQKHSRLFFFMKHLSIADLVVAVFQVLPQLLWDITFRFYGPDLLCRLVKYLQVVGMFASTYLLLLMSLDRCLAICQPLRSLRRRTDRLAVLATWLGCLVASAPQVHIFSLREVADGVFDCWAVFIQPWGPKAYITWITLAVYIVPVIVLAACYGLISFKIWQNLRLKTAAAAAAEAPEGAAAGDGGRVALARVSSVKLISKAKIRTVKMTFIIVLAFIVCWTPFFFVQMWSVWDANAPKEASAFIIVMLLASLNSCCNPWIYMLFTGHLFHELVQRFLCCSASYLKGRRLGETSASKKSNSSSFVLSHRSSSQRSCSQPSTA
MEKK2 mut-MEK5: MEK5 binding signal on mutant MEKK2 PB1, primary screen, biochemical, multiplex bead flow cytometry, Alexa488-MEK5; Alexa488-MEK5 binding to MEKK2 mutant; 0.35% of 290,000 active; percent response, % at 10 µM; in the data active means percent response above about 24%, passing the limit was not always enough; further: inactives centre near 1; some results filed as inactive read as strong as hits; reference of the scale not given here
PHOSPHO1 block: PubChem AID 1565 | inhibition, % at 13.3 µM | 1.1% of 290,000 active | recombinant PHOSPHO1, absorbance phosphatase assay; in the data active means inhibition above about 60%
Target sequence (Q8TCT1 whole entry, looked up): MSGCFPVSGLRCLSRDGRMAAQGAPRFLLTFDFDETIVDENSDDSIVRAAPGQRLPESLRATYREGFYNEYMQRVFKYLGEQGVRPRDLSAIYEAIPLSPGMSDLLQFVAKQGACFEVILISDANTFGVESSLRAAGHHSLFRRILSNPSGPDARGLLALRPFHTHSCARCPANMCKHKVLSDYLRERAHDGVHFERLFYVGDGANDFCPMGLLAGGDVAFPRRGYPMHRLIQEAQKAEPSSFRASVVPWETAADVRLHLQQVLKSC
GalR3 antag: GalR3 antagonists in HEK293 cells, primary screen, cell-based, fluorescence readout; Galanin receptor type 3 (Homo sapiens), O60755; inhibition, % at 3 µM; HEK293 GalR3-CNG cAMP membrane potential fluorescence; galR3 body fused to GalR1 C-terminus; 0.44% of 360,000 active;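 active means inhibition above the screen-wide average plus 3 SD, cut at about 13% in these data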;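 further: forskolin and galanin both at EC90 stimulate the cells; cAMP rise reported by CNG channel membrane potential dye signal; 0% = forskolin plus galanin with DMSO and 100% = forskolin alone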
Target sequence (O60755 1-299 limits assumed): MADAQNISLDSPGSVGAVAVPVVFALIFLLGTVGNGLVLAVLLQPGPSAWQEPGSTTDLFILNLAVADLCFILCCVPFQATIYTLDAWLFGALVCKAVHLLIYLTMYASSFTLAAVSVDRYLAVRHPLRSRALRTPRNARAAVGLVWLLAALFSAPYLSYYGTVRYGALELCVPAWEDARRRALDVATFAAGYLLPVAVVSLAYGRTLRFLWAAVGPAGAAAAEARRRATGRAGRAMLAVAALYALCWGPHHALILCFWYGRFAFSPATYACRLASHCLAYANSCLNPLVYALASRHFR
V1aR counter: agonists of human V1a receptor, primary screen, counter-screen for OXTR agonist project, fluorescence, CHO-V1R cells | Vasopressin V1a receptor (Homo sapiens), P37288 | Fluo-8 calcium fluorescence, agonist mode; 0% DMSO, 100% 3 nM vasopressin | activation, % at 3 µM | 0.25% of 320,000 active;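 active means activation above the mean activation of all tested compounds plus 3 SD, per screening run, cut at about 20% in these data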;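 further: signal is peak over basal fluorescence ratio across a 100 second FLIPR read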
MEKK2wt PB1 HTS: modulators of MEK5 binding to wildtype MEKK2, primary screen, biochemical, multiplex bead flow cytometry, Alexa488-MEK5; Alexa488-MEK5 binding to MEKK2 WT; actives lie on both sides; binding response (% of control), % at 10 µM; 1.1% of 290,000 active; AID 1531, 2009; in the data active means binding response below about 67% or above about 130%
* marks the source's active call; other numbers are inactive results; x = not tested or not shown. No enrichment for hits; overall some 5.4% were active at least once.

SMILES	MEKK3 PB1 HTS	NALP1 inh	GPR7 antag	OXTR ag	MEKK2 mut-MEK5	PHOSPHO1 block	GalR3 antag	V1aR counter	MEKK2wt PB1 HTS
COc1ccc2c(c1)C(C)CC(C)(C)N2C(=O)CSc1ncn[nH]1 (configuration not stated)	108	5	1	-1.1	9	5	-2	-0.2	112
CC1CCN(c2nc3c(c(=O)n(C)c(=O)n3C)n2CCSc2ncccn2)CC1	104	x	x	-1.1	7	16	x	0.6	105
CCOC(=O)COn1c(=O)c(-c2cc3ccccc3o2)[n+]([O-])c2ccccc21	110	-4	2	0.6	0	18	0	1.9	100
O=C1NC(=S)N/C1=C\c1cccc([N+](=O)[O-])c1	106	-7	3	-0.7	-1	9	1	0.3	103
CC(=O)/C(=N/Nc1cccc(Cl)c1)Sc1nnc(C(O)c2ccccc2)n1-c1ccccc1 (configuration not stated)	112	-4	27*	0.1	-1	-29	-2	-0.5	97
O=C(Nc1ccc2cn[nH]c2c1)c1c(Cl)cccc1Cl	98	18	5	0.7	11	-1	0	0.6	118
COC(=O)c1ccc(C(=O)OC)c(NC(=O)CSCc2ccccc2Br)c1	99	28	-11	-0.9	0	-22	-2	0.6	97
CC(C)CCn1c(=S)[nH]c2ncccc2c1=O	x	4	0	-0.1	x	19	-2	2.1	x
O=C(Nc1cccnc1)C1COc2ccccc2O1 (configuration not stated)	93	12	10	5.9	-1	41	-3	1.1	98
CCCCC(=O)Nc1c(O)c2ccccc2[nH]c1=O	101	-12	-5	1.4	3	14	-2	0.3	103
Cc1cc(SCC(=O)c2ccc(O)c(O)c2)nc2ccccc12	99	-2	0	-0.5	-6	30	-3	-0.6	88
Cc1cccc(OC(=O)c2sc(Cl)nc2C)c1	94	41	-1	-1.3	-1	-1	-5	1.0	95

Part of the list above with just MEKK3 PB1 HTS, NALP1 inh and OXTR ag.
Molecule	MEKK3 PB1 HTS	NALP1 inh	OXTR ag
O=C1NC(=S)N/C1=C\c1cccc([N+](=O)[O-])c1	106	-7	-0.7
CC(=O)/C(=N/Nc1cccc(Cl)c1)Sc1nnc(C(O)c2ccccc2)n1-c1ccccc1 (configuration not stated)	112	-4	0.1
O=C(Nc1ccc2cn[nH]c2c1)c1c(Cl)cccc1Cl	98	18	0.7

Following part
SMILES	MEKK3 PB1 HTS	NALP1 inh	GPR7 antag	OXTR ag	MEKK2 mut-MEK5	PHOSPHO1 block	GalR3 antag	V1aR counter	MEKK2wt PB1 HTS
C=CCc1cc(/C=N/n2cnnc2)cc(OCC)c1O	108	0	-1	-0.2	1	18	-6	-0.3	110
CCC(C)NC(=O)C1CCN(S(=O)(=O)CC)CC1 (configuration not stated)	105	2	-10	0.0	5	-6	0	0.3	104
CCC(=O)NCC(c1cccs1)N1CCOCC1 (configuration not stated)	100	5	-3	0.1	-2	1	-4	-0.1	100
COc1ccccc1CCC(=O)Nc1ccc(C)cc1Cl	106	-7	-2	-2.0	-5	26	-2	-2.0	98
COc1ccc(CCNC(=O)c2cc(=O)n(C)c(=O)n2C)cc1OC	101	6	-16	1.4	7	6	-6	0.2	110
O=C(Nn1cnnc1)c1cccc(S(=O)(=O)N2CCOCC2)c1	99	1	-6	0.3	-8	27	-3	1.3	94
COc1ccc(N2CCN(C(CNC(=O)C(=O)NCCc3c[nH]c4ccccc34)c3ccco3)CC2)cc1 (configuration not stated)	93	20	-9	11	-2	-12	-10	11	96
CCn1cc(C(C)NC(=O)Nc2ccc3c(c2)OCO3)c(C)n1 (configuration not stated)	102	6	-13	0.0	6	18	-2	0.2	103
CC(C)C(=O)Nc1ccc2c(c1)nc(CCN1CCN(c3ccccn3)CC1)n2C	101	10	-5	x	6	32	3	x	104
COc1ccc(C(=O)NCc2cn3cccc(C)c3n2)cc1OC	102	-2	-13	1.0	8	-4	x	-0.1	105
CC1=C(C)CC(C(=O)Nc2ccc(C(=O)N3CCOCC3)cc2)C(C(=O)O)C1 (configuration not stated)	102	15	-17	0.9	-2	6	5	0.2	100
C/C(N)=C(/C#N)C(=O)CSc1nc2ccccc2n1CC(C)C	98	-5	-5	-1.1	-9	-39	-4	-0.4	87
CCc1ccc(NC(=O)Cc2ccc(OC)cc2)cc1	86	26	6	-2.1	-3	9	x	0.7	89
COc1ccc(/C=C/C2=CC(C)(C)NC(=S)N2)cc1	80	8	-5	-1.9	-19	16	-5	-1.4	84
Cn1c(CCNC(=O)c2ccco2)nc2cc([N+](=O)[O-])ccc21	103	6	-24	-0.9	4	14	-4	0.3	105
O=S(=O)(c1ccc(Br)cc1)N1CCOC12CCCCC2	96	-23	-10	-3.1	1	30	0	-1.5	98
Cc1cc(C)nc(SCc2cc(=O)c(OC(=O)c3ccc(Cl)c([N+](=O)[O-])c3)co2)n1	105	20	-13	-1.6	18	0	0	0.6	104
Cc1cc(Br)cc2c(C(=O)NCC3CCCO3)cc(-c3cccs3)nc12 (configuration not stated)	98	24	-19	-0.2	0	22	-1	1.7	97
COc1ccc(C2=C/C(=C\c3ccccc3OC(C)=O)C(=O)O2)cc1	92	14	-6	2.7	0	3	-10	2.1	95
COC(=O)c1ccc(NC(=S)NCCc2cccc(C)c2)cc1	96	x	7	7.9	-3	5	-6	8.4	95
CCOc1ccc(-c2nnc(SCC(=O)N3CCN(c4ccccc4)CC3)o2)cc1	95	26	-7	-0.4	1	-6	-2	-0.4	94
COc1cc(/C=C/C(=O)OCC(=O)NCc2cccs2)ccc1OCC#N	83	10	-1	-0.2	-1	-25	-10	0.9	97
Cc1c(=O)n(OCc2ccccc2)c2ccccc2[n+]1[O-]	104	1	-8	-1.0	5	2	0	-0.2	104
Cc1cc(C)nc(NS(=O)(=O)c2ccc(NC(=O)CN3C(=O)c4ccccc4C3=O)cc2)n1	x	11	-16	0.7	x	10	-1	-0.1	x
O=C(NNc1cccc(Cl)n1)C1CC1	108	5	-8	-0.1	-1	-58	-3	0.3	107
COc1cc(C(=O)NC(C)c2ccc(-n3ccnc3)cc2)cc(OC)c1C (configuration not stated)	99	18	-11	4.0	-3	20	-9	1.5	92
CCCCN(C)CCNC(=O)C(NC(=O)C1CCC(C)CC1)C(C)C (configuration not stated)	100	-2	0	-2.0	3	28	1	-0.2	96
CC1(C)Cc2c(c(-c3ccccc3)nc(N3CCOCC3)c2C(N)=O)CO1	97	3	0	0.9	-3	0	0	0.7	97
Cc1nc2c3cc(F)ccc3n(Cc3ccccc3F)c2s1	140*	x	-4	-1.5	-1	-9	-10	-0.5	109
COc1ccc(-n2nc(C(=O)NCc3ccco3)c3c4ccccc4n(C)c3c2=O)cc1	103	32	-12	0.2	1	-15	-1	-0.5	103
COc1ccc(NC(=S)Nc2ccc(Oc3ccccc3)cc2)cc1	103	19	-4	3.0	3	-9	-1	5.1	105
CCN(CC)CCCNCC(=O)Nc1ccc(OC)c(Cl)c1	106	-6	-2	-0.6	3	2	x	0.5	110
CN(C)/C=C(\C=O)c1c(Cl)cccc1Cl	100	17	-2	0.1	-5	44	-2	0.5	98
CCCCn1c(/N=C/c2ccc3c(c2)OCO3)nc2ccccc21	100	-10	5	1.6	1	-8	0	-0.1	100
CSc1ccccc1NC(=O)c1cc(C(C)C)on1	93	19	-4	-2.1	-3	-16	-4	0.1	91
O=C(Nc1ccc(S(=O)(=O)N2CCOCC2)cc1)c1cccc([N+](=O)[O-])c1	102	-8	3	x	2	30	-9	x	104

Looked up by compound from the list above (2):
SMILES	MEKK3 PB1 HTS	NALP1 inh	GPR7 antag	OXTR ag	MEKK2 mut-MEK5	PHOSPHO1 block	GalR3 antag	V1aR counter	MEKK2wt PB1 HTS
CSc1ccccc1NC(=O)c1cc(C(C)C)on1	93	19	-4	-2.1	-3	-16	-4	0.1	91
CCCCn1c(/N=C/c2ccc3c(c2)OCO3)nc2ccccc21	100	-10	5	1.6	1	-8	0	-0.1	100

(more compounds)
SMILES	MEKK3 PB1 HTS	NALP1 inh	GPR7 antag	OXTR ag	MEKK2 mut-MEK5	PHOSPHO1 block	GalR3 antag	V1aR counter	MEKK2wt PB1 HTS
O=C(Oc1ccccc1N1C(=O)C2CCCCC2C1=O)c1ccccc1 (configuration not stated)	x	0	1	-1.2	x	34	-3	-0.9	x
O=C(CN1CCC(C(=O)c2ccc(F)cc2)CC1)Nc1ccccc1Cl	103	7	4	-1.3	3	12	-1	1.6	97
O=c1[nH]cc(COCc2ccccc2)c(=O)[nH]1	101	5	-13	-0.3	2	5	-4	0.7	102
CNCc1c(OCc2ccccc2)ccc2ccccc12	107	16	14	8.9	6	34	-17	6.5	123
Nc1nonc1-n1nnc(C(=O)N/N=C/c2ccc(F)cc2)c1-c1ccc2c(c1)OCO2	102	23	-6	1.5	4	7	-9	3.8	103
O=C(Cn1c(=O)oc2cc(S(=O)(=O)N3CCCCC3)ccc21)N1CCCCC1	101	3	-19	0.6	3	38	0	-0.2	101
CC(=O)c1cccc(NC(=O)N2CCOCC2)c1	97	18	-3	x	2	26	-2	x	95
CC(C)C(OC(=O)c1cccs1)C(=O)NCc1ccc(F)cc1 (configuration not stated)	103	25	4	-1.7	4	27	-9	-1.2	106
CCOC(=O)C1=C(C)NC(SCc2cc(=O)[nH][nH]2)=C(C#N)C1c1cccs1 (configuration not stated)	79	3	-3	-1.9	-14	5	-3	-1.3	81
O=C(NCc1cnn(-c2ccccc2)c1)C1CCC(=O)N(C2CC2)C1 (configuration not stated)	102	8	-8	-1.0	4	22	-2	-1.2	105
CC1CCN(S(=O)(=O)c2ccc3c(c2)N(CC(=O)NCCCN(Cc2ccccc2)C(C)C)C(=O)CO3)CC1	102	18	5	-1.9	1	27	4	0.5	106
COc1cccc(-c2nn(-c3ccccc3)cc2C(=O)OCC(=O)Nc2ncc(Cl)cc2Cl)c1	98	30	-4	0.0	5	-10	-10	1.0	92
COc1ccc(CN(C)CC(=O)NC(=O)NCc2ccccc2)c(OC)c1	115	37	-6	-3.3	5	0	1	-0.7	109
COCCN1C(=O)N(c2cccc(OC)c2)C(=O)C1CC(=O)Nc1ccc(Cl)cc1 (configuration not stated)	110	2	-12	0.5	11	x	-11	0.2	111
CC(C)C(=O)Nc1ncc2c(n1)CC(c1cccs1)CC2=O (configuration not stated)	96	-105	-6	0.3	-3	-3	1	0.6	96
O=C(O)C1CC=CCC1C(=O)Nc1cccc(C(=O)N2CCCCC2)c1 (configuration not stated)	103	1	-10	1.3	5	48	-2	0.6	102
Cc1ccc2c(n1)CC(C)(C)C/C2=N\O	100	7	-16	-0.8	-4	-2	-4	1.0	94
O=C(CSc1nnc(-c2ccncc2)o1)c1ccc2c(c1)OCCO2	105	17	-7	0.8	1	-32	-3	1.2	102
O=C(N/N=C/c1cc(Cl)cc([N+](=O)[O-])c1O)c1ccccc1NS(=O)(=O)c1cccs1	103	6	-17	-0.2	-2	-12	2	0.3	98
CCOC(=O)c1[nH]c2ccc(Cl)cc2c1NC(=O)/C=C/c1ccc2c(c1)OCO2	102	21	-1	-1.3	10	-11	7	-1.0	110
Cc1ccc2c(CC(=O)OC(C)C(=O)Nc3ncc(Cl)cc3Cl)coc2c1 (configuration not stated)	100	15	3	1.0	11	-19	1	2.8	116
O=c1c(Br)c(Br)cnn1-c1ccccc1	103	-17	7	x	2	21	0	x	101
O=C(N/N=C1\CC(c2ccccc2)Oc2ccccc21)c1ccc(O)cc1 (configuration not stated)	99	10	-11	-1.2	-8	28	-9	0.6	89
